MPTP block = mitochondrial permeability transition pore inhibitors, primary screen, biochemical, isolated mouse mitochondria, absorbance | actives 1.4% (n = 360,000) | Ca2+ swelling absorbance, 30 min | inhibition, % at 10 µM;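 active = inhibition of 50% or more, scaled per plate between neutral and stimulator controls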;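 note: 0% = DMSO wells given calcium and 100% = 1 mM EGTA wells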
APOBEC3G inh = APOBEC3G DNA deaminase inhibitors, primary screen, biochemical, fluorescence, single-stranded DNA substrate, uHTS; DNA dC->dU-editing enzyme APOBEC-3G (Homo sapiens), Q9HC16; recombinant A3G, ssDNA deamination FAM/TAMRA fluorescence; inhibition, % at 20 µM; actives 0.28% (n = 330,000); AID 493012, 2011;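 active = inhibition of at least 40% at 20 µM, with no more than 30% in the related APOBEC3A deaminase screen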;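 note: plate controls were DMSO wells with A3G for no effect and wells lacking A3G enzyme for full effect; some compounds called inactive have numbers as strong as hits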
Target sequence (Q9HC16 whole entry, looked up): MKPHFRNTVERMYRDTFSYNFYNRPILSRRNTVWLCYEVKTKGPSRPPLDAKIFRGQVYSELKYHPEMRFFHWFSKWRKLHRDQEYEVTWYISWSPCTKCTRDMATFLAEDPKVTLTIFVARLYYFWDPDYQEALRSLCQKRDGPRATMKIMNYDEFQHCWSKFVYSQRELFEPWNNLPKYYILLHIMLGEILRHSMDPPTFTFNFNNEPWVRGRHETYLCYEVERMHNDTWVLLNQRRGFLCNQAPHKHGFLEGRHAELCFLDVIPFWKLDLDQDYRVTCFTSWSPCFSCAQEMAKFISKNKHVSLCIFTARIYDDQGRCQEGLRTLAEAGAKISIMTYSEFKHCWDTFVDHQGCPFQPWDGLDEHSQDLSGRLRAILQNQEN
MIN6 prolif = inducers of MIN6 beta-cell proliferation, primary screen, ATP luminescence, uHTS; MIN6 cells proliferation, ATPlite luminescence, 48 h; cells starved in 0.2% serum; 100% = growth in 10% serum; proliferation, % at 10 µM; actives 0.29% (n = 330,000); AID 2380, 2010;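 active = compounds whose signal lies at least 3.5 SD above the mean of all wells on their plate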;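 note: 0% = DMSO-treated cells in low-serum medium and 100% = 10% serum control; some compounds called inactive have numbers as strong as hits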
mIAP activ = activators of mouse IAP, primary screen, biochemical, luminescence, uHTS; actives 0.24% (n = 330,000); activation factor at 10 µM; muIAP, CDP-Star luminescence, 30 min; active compounds read high; 1 = vehicle-only enzyme signal, 0 = enzyme-free wells; AID 2805, 2010; intestinal alkaline phosphatase [Mus musculus];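 active = activation factor of at least 2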; note: the source names both 10 and 20 µM as test concentration; values of inactives mirror those of a sister screen read the other way
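System: mouse IAP enzyme. Reagent: CDP-Star chemiluminescent phosphatase substrate. Benchmarks: DMSO wells, no-enzyme wells. Times: 30 min enzyme-substrate-compound incubation at room temperature. Detection: luminescence from enzymatic CDP-Star hydrolysis. Doses: test compounds delivered from DMSO solution.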
APOBEC3A inh = APOBEC3A ssDNA deaminase inhibitors, primary screen, selectivity assay for APOBEC3G inhibitor project, biochemical, FAM/TAMRA oligo cleavage fluorescence; recombinant A3A, FAM/TAMRA ssDNA deamination fluorescence; actives 0.41% (n = 330,000); inhibition, % at 20 µM; AID 493011, 2011;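 active = at least 40% inhibition at 20 µM here, with at most 30% in a related deaminase screen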;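 note: plate controls were A3A with DMSO for no effect and wells lacking A3A enzyme for full effect; some results filed as inactive read as strong as hits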
Target sequence (P31941 whole entry, looked up): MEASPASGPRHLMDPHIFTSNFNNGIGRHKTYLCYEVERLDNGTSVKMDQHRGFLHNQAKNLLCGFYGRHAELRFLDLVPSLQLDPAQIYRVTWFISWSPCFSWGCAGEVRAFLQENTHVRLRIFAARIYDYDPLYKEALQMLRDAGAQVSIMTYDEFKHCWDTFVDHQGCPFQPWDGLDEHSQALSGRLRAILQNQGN
hIAP inh = human IAP inhibitors, primary screen, biochemical, luminescence, uHTS | Intestinal-type alkaline phosphatase (Homo sapiens), P09923 | purified IAP, CDP-Star luminescence, 30 min | inhibition, % at 10 µM | actives 0.12% (n = 330,000);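 active = inhibition reaching a set limit with compound at 10 µM in the primary screen, cut at about 35% in these data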;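 note: plate controls were DMSO wells with enzyme for no effect and no-enzyme buffer wells for full effect; values of inactives mirror those of a sister screen read the other way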
mIAP inh = inhibitors of mouse IAP, primary screen, biochemical, luminescence, uHTS. inhibition, % at 10 µM. purified mouse IAP, CDP-Star luminescence, 30 min. AID 2806, 2010. intestinal alkaline phosphatase [Mus musculus]. actives 0.2% (n = 330,000);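 active = inhibition of at least 40% at 10 µM in the primary screen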;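 note: plate controls were DMSO with enzyme for no effect and no enzyme wells for full effect; values of inactives mirror those of a sister screen read the other way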
hIAP activ = human IAP activators, primary screen, biochemical, luminescence, uHTS. Intestinal-type alkaline phosphatase (Homo sapiens), P09923. AID 2524, 2010. purified human IAP, CDP-Star luminescence, 30 min; active compounds read high; 1 = vehicle-only enzyme, 0 = enzyme-free background. activation factor at 10 µM. actives 0.16% (n = 330,000);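 active = activation factor of the enzyme at least 2-fold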; note: the source names both 10 and 20 µM as test concentration; values of inactives mirror those of a sister screen read the other way
NR3A LBD binder = binders of NR3A ligand-binding domain, primary screen, biophysical, differential scanning fluorimetry, uHTS; Tm shift relative to glycine control, % at 25 µM; NR3A LBD differential scanning fluorimetry, Tm shift; 0% = protein alone, 100% = glycine-bound protein; actives 2.5% (n = 340,000);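 active = melting temperature shift of at least 10% of the positive control shift, at one fixed dose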
* marks the source's active call; other numbers are inactive results; · = no result given. Random draw from the library; about 5% have a hit in one of these screens.

Every second line gives: MPTP block	APOBEC3G inh	MIN6 prolif	mIAP activ	APOBEC3A inh	hIAP inh	mIAP inh	hIAP activ	NR3A LBD binder
NS(=O)(=O)c1ccc(CCNC(=O)CNC(=O)c2ccccc2F)cc1
 : -1.0	-7	1	0.95	-2	10	5	0.9	1
CCNC(=S)NNC(=O)c1ccc(OC)cc1
 : 0.5	-7	-1	0.91	-4	11	9	0.89	-3
Cc1c(NC(=O)CN2C(=O)NC3(CCCCC3)C2=O)c(=O)n(-c2ccccc2)n1C
 : 0.7	-5	-1	0.97	1	-4	3	1	-3
O=[N+]([O-])c1ccc2c(c1)C(O)n1ncnc1S2 (stereo not given)
 : 0.9	-10	-1	1.1	-4	-7	-6	1.1	1
CC1CC(C)CN(S(=O)(=O)N2CCCC(C(=O)NCCCN3CCOCC3)C2)C1 (stereo not given)
 : 0.1	6	0	1	3	0	-3	1	5
COc1cccc(NC(=O)NNC(=O)c2ccc3c(c2)NC(=O)C(C)(C)O3)c1
 : 1.7	-3	-4	1.1	0	-23	-6	1.2	-1
O=C(C1=C[C@@H](c2ccc3c(c2)OCO3)C[C@@H](OCCCCO)O1)N1CCN(Cc2ccc3c(c2)OCO3)CC1
 : 2.5	-4	7	1	-1	-3	-3	1	5
COc1cccc(CN2CCN(C(=O)c3cccc(OC)c3)CC2)c1
 : 0.0	1	-3	1	-3	-19	-2	1.2	0
CCN(CC)C(=O)[C@H]1C[C@H](CC(=O)NC(C)(C)C)C(=O)N2CCc3c([nH]c4ccc(Cl)cc34)[C@]12C
 : 0.9	0	·	1.1	-1	·	-5	·	0
CCNC(=O)Cn1c(=O)c(=O)n(Cc2ccccc2)c2ccc(Cl)cc21
 : -0.5	-12	0	0.99	4	12	1	0.88	-3

Continued.
Every second line gives: MPTP block	APOBEC3G inh	MIN6 prolif	mIAP activ	APOBEC3A inh	hIAP inh	mIAP inh	hIAP activ	NR3A LBD binder
COc1cc2c(c(OC)c1CC=C(C)C)C[C@H](c1ccc(O)cc1O)CO2
 : 2.4	18	-6	0.91	2	14	9	0.86	19*
CN1CCN(C(=O)c2cc(Br)cn2C)CC1
 : 0.9	-9	2	1	-3	21	-4	0.79	-2
CC(C)Oc1ccc(C(=O)Nc2cccc3cccnc23)cc1
 : 0.5	-5	-2	1	-1	-13	-1	1.1	-1
C=CCn1c(Oc2ccc(C(=O)OC)cc2)nc2c1c(=O)n(C)c(=O)n2C
 : 0.8	3	8	1	3	-8	-1	1.1	0
CCOc1cccc(C2c3c(oc4ccccc4c3=O)C(=O)N2c2ccccn2)c1 (stereo not given)
 : ·	-3	0	0.91	-3	5	9	0.95	·
COc1ccccc1C(=O)Nc1nnc(-c2ccc(F)cc2)s1
 : 1.9	-4	-1	0.93	-3	0	7	1	-3
COc1cc([N+](=O)[O-])ccc1N1C(=O)CC(Sc2nccc(C)n2)C1=O (stereo not given)
 : 0.0	-1	3	0.96	-6	0	4	1	-3
CCOc1ccccc1-n1c(SCC(=O)N2CCOCC2)nnc1-c1ccccn1
 : -0.8	-5	0	0.97	-3	-1	3	1	0
CC(=O)c1ccc(S(=O)(=O)N2CCN(C(=O)c3ccccc3Cc3ccccc3)CC2)cc1
 : 0.2	-4	4	1.1	4	-10	-7	1.1	0
CN(Cc1cccs1)C(=O)c1ccc(S(=O)(=O)N2CCCCC2)cc1
 : 1.0	-5	-4	1	1	-7	0	1.1	2

Carrying on:
Every second line gives: MPTP block	APOBEC3G inh	MIN6 prolif	mIAP activ	APOBEC3A inh	hIAP inh	mIAP inh	hIAP activ	NR3A LBD binder
CN(Cc1ccc(C#CCCO)cc1)CC1CCCN(CCc2ccc(Cl)cc2)C1 (stereo not given)
 : 6.3	-5	-4	1.1	-3	20	-6	0.8	-1
CC(C)N1C(=O)CCC1C(=O)NCc1ccco1 (stereo not given)
 : -0.4	-5	-3	1	4	-16	-4	1.2	1
Cc1cccc(NC(=O)c2ccc3c(Cl)c4c(nc3c2)CCCC4)n1
 : 0.4	-7	-3	0.94	0	-1	6	1	-1
CC(=O)Nc1ccc(C=NNC(=O)c2ccc(NS(=O)(=O)c3cccs3)cc2)cc1
 : -0.9	-2	-2	1.1	2	-18	-5	1.2	7
CCOc1cc(S(=O)(=O)NC2CCCCCC2)ccc1F
 : -1.0	-4	-2	1.1	2	15	-10	0.85	0
Clc1cccc(CNc2nnnn2-c2ccccc2)c1
 : 1.2	-2	-1	1.5	0	5	-46	0.95	-7
COc1cc(OC)cc(-n2c3nc4ccccc4nc3c3c(=O)n(CC4CCCO4)cnc32)c1 (stereo not given)
 : ·	5	-2	1	3	-6	-1	1.1	-1
CCOC(=O)C(CC)Sc1nc2c(cnn2-c2ccccc2)c(=O)[nH]1 (stereo not given)
 : -0.6	-9	2	0.95	-3	10	5	0.9	-2
O=C1NC2NC(=O)N(C(Cc3ccccc3)C(=O)O)C2N1 (stereo not given)
 : 2.0	-10	0	0.99	-4	0	1	1	1
Cc1ccc(OCC(=O)Nc2cc(C(C)(C)C)on2)cc1C
 : 0.2	-6	0	0.98	0	-28	2	1.3	0

Ten structures already listed, arranged by molar mass, high to low:
Every second line gives: MPTP block	APOBEC3G inh	MIN6 prolif	mIAP activ	APOBEC3A inh	hIAP inh	mIAP inh	hIAP activ	NR3A LBD binder
COc1cc(OC)cc(-n2c3nc4ccccc4nc3c3c(=O)n(CC4CCCO4)cnc32)c1 (stereo not given)
 : ·	5	-2	1	3	-6	-1	1.1	-1
CCOc1ccccc1-n1c(SCC(=O)N2CCOCC2)nnc1-c1ccccn1
 : -0.8	-5	0	0.97	-3	-1	3	1	0
CN(Cc1ccc(C#CCCO)cc1)CC1CCCN(CCc2ccc(Cl)cc2)C1 (stereo not given)
 : 6.3	-5	-4	1.1	-3	20	-6	0.8	-1
CN(Cc1cccs1)C(=O)c1ccc(S(=O)(=O)N2CCCCC2)cc1
 : 1.0	-5	-4	1	1	-7	0	1.1	2
CCOC(=O)C(CC)Sc1nc2c(cnn2-c2ccccc2)c(=O)[nH]1 (stereo not given)
 : -0.6	-9	2	0.95	-3	10	5	0.9	-2
Cc1cccc(NC(=O)c2ccc3c(Cl)c4c(nc3c2)CCCC4)n1
 : 0.4	-7	-3	0.94	0	-1	6	1	-1
CCOc1cc(S(=O)(=O)NC2CCCCCC2)ccc1F
 : -1.0	-4	-2	1.1	2	15	-10	0.85	0
Cc1ccc(OCC(=O)Nc2cc(C(C)(C)C)on2)cc1C
 : 0.2	-6	0	0.98	0	-28	2	1.3	0
O=C1NC2NC(=O)N(C(Cc3ccccc3)C(=O)O)C2N1 (stereo not given)
 : 2.0	-10	0	0.99	-4	0	1	1	1
CC(C)N1C(=O)CCC1C(=O)NCc1ccco1 (stereo not given)
 : -0.4	-5	-3	1	4	-16	-4	1.2	1

Other entries.
SMILES	MPTP block	APOBEC3G inh	MIN6 prolif	mIAP activ	APOBEC3A inh	hIAP inh	mIAP inh	hIAP activ	NR3A LBD binder
CSc1ncccc1C(=O)Nc1ccc2nc(C)sc2c1	0.5	-3	0	1.1	-6	-11	-11	1.1	-7
COc1ccc2c(c1)c(CC(=O)OCC(N)=O)c(C)n2C(=O)c1ccc(Cl)cc1	1.8	-3	-3	1	-5	1	-4	0.99	3
N#Cc1nc(-c2ccc(F)cc2)oc1N1CCC(C(N)=O)CC1	5.3	-6	-3	1	-1	-2	0	1	0
Cc1cccc(NC(=S)NC(=O)CCc2ccccc2)c1C	1.9	-5	-4	1	-4	3	-3	0.97	-1
Brc1csc(C=Nc2ccc3c(c2)OCCOCCOCCOCCO3)c1	-0.7	-8	-2	1.1	-9	-6	-13	1.1	1
O=C(NCCCNc1ccc(C(F)(F)F)cc1[N+](=O)[O-])c1ccc(Cl)cc1	58*	-5	-4	0.87	-3	-84	13	1.8	6
CCn1c(SCC(=O)N(C)c2ccccc2)nc2c([nH]c3ccccc32)c1=O	2.4	0	-2	1.1	3	10	-9	0.91	0
CCOC(=O)Nc1ccc(NC(=O)OCC)cc1	-0.3	0	2	0.91	1	5	9	0.95	-4
CC1CCCCC12NC(=O)N(CC(=O)Nc1cccc(S(=O)(=O)N3CCCCC3)c1)C2=O (stereo not given)	-1.0	-10	0	1.2	0	-3	-21	1	-2
COc1ccc(N(C(=O)c2snc(C(N)=O)c2N)C(C(=O)NC2CCCC2)c2cccs2)cc1OC (stereo not given)	0.9	-1	-1	0.98	-1	11	2	0.89	-2
Cc1cc(NS(=O)(=O)c2cccs2)no1	1.2	-3	2	1	0	-6	-3	1.1	3
COC(=O)c1cc2oc3ccccc3c2n1Cc1ccccn1	1.9	1	4	0.99	2	1	0	0.99	0
COc1ccc(/C=C2\SC(=S)N(N3C(=O)CCC3=O)C2=O)cc1O	1.8	-2	0	0.72	3	29	28	0.71	5
O=C(CSc1ccc(-c2ccco2)nn1)Nc1ccc(F)cc1	-0.3	-11	-2	1	0	-31	-1	1.3	0
Cc1ccccc1CC1CCN(CCCNC(=O)Nc2ccccc2)CC1	5.4	-8	2	1.4	0	-57	-45	1.6	-1
O=C(c1ccccc1)N(Cc1cccc(Br)c1)C1CCS(=O)(=O)C1 (stereo not given)	0.3	-7	-1	0.97	-6	0	3	1	1
Cn1cccc1-c1nc2ccc([N+](=O)[O-])cc2[nH]1	0.1	-5	-2	0.99	-1	13	1	0.87	·
O=C(NCc1ccco1)c1cccc2c1C(=O)c1ccc(N3CCC(Cc4ccccc4)CC3)cc1S2(=O)=O	1.5	-6	-4	0.92	-2	-4	8	1	-1

Compound activity as filed in PubChem.
